# Assay outcomes as filed in PubChem BioAssay.
# JMJD2E inh: blocks human JMJD2E demethylase activity. hit rate 1.6% among 230,000. JMJD2E catalytic domain, FDH-coupled NADH fluorescence (FDH is formaldehyde dehydrogenase). B2RXH2. Potency, µM (series often up to 57.1 µM), without a hit: at the highest dose activity change, negative = inhibition, hits mostly inhibitors. AID 2147; active means well fitted inhibition curve with a large enough effect, not every such curve was filed as active; inconclusive means small, poorly fitted or top-dose-only effect, or another doubt; inactive means no such curve, though single readings can be large or run the other way;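 further: 0% = wells with enzyme and -100% = buffer wells without enzyme; nearly all actives have a fitted effect of over 50% in size; many of its hits are not listed in these tables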
# GoLoco inh red: blocks human Gai1 binding to RGS12 GoLoco peptide, red readout; P63096; Gai1:RGS12 GoLoco peptide FP, rhodamine, 10 min; Potency, µM (series often up to 61.6 µM), for the others: at the top dose activity, negative = inhibition, hits mostly inhibitors; hit rate 0.44% among 230,000; AID 880; active means well fitted inhibition curve with a large enough effect, not every such curve was filed as active; inactive means no such curve, though single readings can be large or run the other way; further: on the % scale 0 is the no-effect control and ±100 the full control effect; nearly all actives have a fitted effect of over 30% in size; many of its hits are not listed in these tables
# Luc counter: counter-screen: inhibitors of Kinase-Glo firefly luciferase. Kinase-Glo luciferase, ATP luminescence, 8 min. Potency, µM (highest dose often 38.3 µM), inactives show at the top dose activity change, negative = inhibition, usual class: inhibitors. AID 1379. Q27757. hit rate 0.28% among 200,000; further: on the % scale 0 is the no-effect control and ±100 the full control effect; nearly all actives have a fitted effect of over 60% in size
#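 Recombinant Kinase-Glo luciferase, 10 uM ATP (linear range), luciferin; imidazole pH 7.2 / KCl / MgCl2 / Tween / BSA buffer; 8 min RT; luminescence.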
# SMN2 splice enh: increases expression of the SMN2 splice variant; HEK293 SMN2-luciferase splicing reporter, luminescence, 30-36 h; Potency, µM (highest dose often 46.1 µM), for inactives: at the highest dose activity change, positive = activation, actives largely listed as activators; hit rate 2.8% among 210,000; AID 1458; further: % of control where 0% means no effect; nearly all actives have a fitted effect of over 55% in size
#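 HEK293 cells carry an SMN2 […]–luciferase reporter in which exon 7 inclusion puts luciferase in frame. Cells were plated 10-12 h before compound addition, then incubated 30-36 h at 37C. ONE-Glo luminescence was read; sodium butyrate at 4.5 mM final served as control.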
# IMPase Li cell: cell-permeable IMPase inhibitors with lithium potentiation | AID 1457 | CHO-M1 cells, IP1 TR-FRET (IP-One), carbachol + lithium | Potency, µM (doses to about 59.4 µM), for the others: top-dose activity, negative = IMPase inhibition, hits mostly inhibitors | hit rate 0.35% among 210,000;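 further: IP1 builds up when IMPase is blocked and the TR-FRET signal falls; plate controls were basal vehicle for no effect and high inhibitor control for full effect; nearly all actives have a fitted effect of over 50% in size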
#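 CHO cells stably expressing M1 receptor (2000/well) were cultured 16–30 h, then exposed to compounds with a small lithium addition for 30 min at 37C. IP1 was measured by TR-FRET competition; AC50 from Hill fits.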
# NPSR antagonist: blocks cAMP signaling of the human neuropeptide S receptor; AID 1461; CHO-NPSR cells, cAMP TR-FRET, antagonist mode; Q6W5P4; hit rate 1% among 220,000; Potency, µM (titrated, usually from 38.3 µM), for the others: at the top dose activity change, negative = inhibition, most hits filed as inhibitors; further: on the % scale 0 is the no-effect control and ±100 the full control effect; nearly all actives have a fitted effect of over 50% in size; many of its hits are not listed in these tables
# Target sequence (Q6W5P4 whole entry, looked up): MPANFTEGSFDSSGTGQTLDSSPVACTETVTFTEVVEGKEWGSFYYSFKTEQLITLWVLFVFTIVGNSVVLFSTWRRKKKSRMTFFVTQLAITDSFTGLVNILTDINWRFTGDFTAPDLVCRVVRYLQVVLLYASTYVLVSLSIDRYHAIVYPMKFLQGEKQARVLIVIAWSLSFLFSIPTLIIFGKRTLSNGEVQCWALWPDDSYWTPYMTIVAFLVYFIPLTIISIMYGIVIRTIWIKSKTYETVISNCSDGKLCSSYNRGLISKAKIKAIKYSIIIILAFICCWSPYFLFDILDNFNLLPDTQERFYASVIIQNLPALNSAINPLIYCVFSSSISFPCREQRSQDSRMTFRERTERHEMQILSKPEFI
# RECQ1 inh: blocks DNA unwinding by human RECQ1. RECQ1 DNA unwinding, red fluorescence kinetic read. Potency, µM (doses to about 57.3 µM), for inactives: at the highest dose activity, negative = inhibition, usual class: inhibitors. hit rate 0.54% among 240,000. AID 2549;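 further: plate controls were vehicle for no effect and no enzyme for full effect; nearly all actives have a fitted effect of over 30% in size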
# Target sequence (P46063 whole entry, looked up): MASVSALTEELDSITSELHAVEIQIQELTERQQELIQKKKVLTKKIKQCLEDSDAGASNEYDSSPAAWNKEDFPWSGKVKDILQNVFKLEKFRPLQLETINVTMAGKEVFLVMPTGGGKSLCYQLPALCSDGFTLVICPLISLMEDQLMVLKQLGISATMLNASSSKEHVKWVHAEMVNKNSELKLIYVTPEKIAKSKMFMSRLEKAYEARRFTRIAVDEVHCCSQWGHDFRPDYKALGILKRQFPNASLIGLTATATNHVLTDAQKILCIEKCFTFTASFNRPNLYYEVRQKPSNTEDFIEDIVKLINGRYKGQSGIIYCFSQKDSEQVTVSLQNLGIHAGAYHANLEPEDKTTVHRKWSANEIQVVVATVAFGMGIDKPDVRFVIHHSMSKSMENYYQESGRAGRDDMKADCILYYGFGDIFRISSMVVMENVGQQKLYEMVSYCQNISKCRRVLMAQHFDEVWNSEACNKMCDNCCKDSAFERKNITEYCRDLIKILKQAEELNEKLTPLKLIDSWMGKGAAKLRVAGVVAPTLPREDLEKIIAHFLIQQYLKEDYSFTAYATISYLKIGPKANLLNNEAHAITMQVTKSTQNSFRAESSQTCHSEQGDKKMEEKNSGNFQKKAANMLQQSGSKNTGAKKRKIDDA
#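 RECQ1T1 50 nM; forked duplex (20 bp + 30-nt ss tails) 200 nM, ATP 2 mM final; pH 8.0, 2 mM MgCl2, 2.5 ug/ml poly(dI-dC); 15 min compound preincubation; discontinuous kinetic read over 2 h at RT.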
# Epigenetic derep: regulators of epigenetic silencing causing reporter derepression in mouse cells. murine LDR cells, GFP reporter derepression, 30 h. Potency, µM (highest dose often 53.9 µM), inactives show top-dose GFP activation, usual class: activators. hit rate 0.2% among 280,000; further: % of control where 0% means no effect; nearly all actives have a fitted effect of over 60% in size
#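 GFP-positive cell count by laser-scanning cytometry (objects 20–120 um) after 30 h, 37 C compound exposure of murine LDR cells; reporter is CMV-GFP integrated at a silenced locus, inducible by HDAC or DNMT inhibitors.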
# Numbers without * were called inactive; i = inactive; ? = inconclusive; · = no result given; & = joins results of further samples; [ ] = another dose, or the depositor's remark. Unless noted, the call rests on the fitted dose curve; in most records, active means well fitted curve in the direction sought with a large enough effect; inconclusive means small, poorly fitted or top-dose-only effect, or another doubt; inactive means no such curve, though single readings can be large; an effect the other way counts as inactive or inconclusive. Potency means the concentration at half of the fitted maximal effect.
SMILES,JMJD2E inh,GoLoco inh red,Luc counter,SMN2 splice enh,IMPase Li cell,NPSR antagonist,RECQ1 inh,Epigenetic derep
Cc1ccc(N2C(=O)c3ccc(C(=O)N4CCN(c5cccc(C)c5C)CC4)cc3C2=O)cc1,11%,3%,1%,-22%,4%,-12%[46.1 µM],i,3.9%
COCCNC(=O)C1(C)Oc2ccccc2NC1=O (stereo unspecified),3%,-9%,14%,-9%,5%[38.3 µM],2%[46.1 µM],-5%,-4.7%
COc1ccc(C(=O)NCC(=O)OCC(=O)N(C)c2ccccc2)cc1,6%,-4%,·,·,·,11%,i,0.0%
COc1cc(C(=O)OC(C)CN2CCN(C)CC2)cc(OC)c1OC (stereo unspecified),-5%,-1%,-1%,-34%[inhibitor],6%[38.3 µM],-6%[46.1 µM],-11%,0.7%
O=C(NC1CC1)C1CCN(C2CCN(C(=O)CC3=CCCCC3)CC2)CC1,-11%,18%,-1%,·,2%,-15%,0%,-2.3%
COc1cccc2c3c(c(C)nc12)CCN3c1ccccc1,?,2%,-1%,-4%,18%,-28%,28%,1.1%
CCCCCCCCCCCCC(NC(C)=O)(C(=O)OCC)C(=O)OCC,-22%,8%,·,·,·,40%,-9%,-3.2%
CC(C)CC(=O)Nc1ncc([N+](=O)[O-])s1,-11%,5%,·,·,·,-3%,-7%,4.2%
O=S(=O)(Cc1ccc(Cl)cc1)CC(O)COCc1ccccc1 (stereo unspecified),-1%,1%,-4%,-15%,36%[38.3 µM],-2%[46.1 µM],i,0.0%
C[C@H]1[C@H](O)[C@@H](C)C=CC=CC=CC=CC=CC=CC=C[C@H](O[C@@H]2O[C@@H](C)[C@H](O)[C@@H](N)[C@@H]2O)C[C@@H]2O[C@](O)(C[C@@H](O)C[C@@H](O)[C@@H](O)CC[C@@H](O)C[C@@H](O)CC(=O)O[C@H]1C)C[C@H](O)[C@H]2C(=O)O,·,29%[14.2 µM],-19%[7.66 µM],-4%[9.22 µM],-11%,·,·,·
NC(=O)C1CCCN1 (stereo unspecified),7%,8%,-1%,6%,1%,12%,11%,0.0%
O=C1NC(c2cccs2)Nc2sc3c(c21)CCCC3 (stereo unspecified),?,112%[activator],-8%,?,-20%,-5%[46.1 µM],4%,0.0%
CCO[C@@H]1OC(C(=O)O)=C[C@H](C2CC2)[C@H]1CCCO,0%,7%,·,·,-1%,-7%,-8%,5.5%
CCOC(=O)c1c(NC(=O)c2cc(C(C)C)on2)sc(C(C)=O)c1C,12%,7%,1%,5%&4%,6%[38.3 µM],-7%[46.1 µM],-5%,-1.8%&-1.6%
CCCCN(C(=O)CCC(=O)O)C1CC(=O)N(c2ccc(OCCC)cc2)C1=O (stereo unspecified),5%,-6%,0%,-8%,22%[38.3 µM],4%[46.1 µM],-5%,0.0%
COc1cccc2cc(-c3csc(CCn4nc(C)cc4C)n3)c(=O)oc12,?,-2%,-5%,-35%[inhibitor],16%[38.3 µM],-18%[46.1 µM],1%,-1.1%
CCOC(=O)c1c(NC(C)=O)sc2c(OCC(O)CN(CC)CC)c(Br)ccc12 (stereo unspecified),?,1%,-1%,-20%,35%[activator],-1%,10%,3.4%
CNc1nc(Nc2ccc(Br)cc2)nc(N)c1[N+](=O)[O-],4%,-4%,2%,11%,1%,22%,-3%,0.0%
Cn1cccc1-c1cc(C(=O)N/N=C/C=C/c2ccccc2)[nH]n1,-6%,7%,4%,-14%,15%,-22%,i,-1.6%
O=C(CN(Cc1ccccc1)C(=O)CSc1nnc(COc2ccccc2)o1)NC1CCCC1,1%,-7%,5%,-29%,7%,-10%[46.1 µM],-6%,2.3%
O=C1c2cccnc2C(O)N1Cc1ccc(F)cc1 (stereo unspecified),-1%,8%,1%,2%,-8%,-9%[46.1 µM],-6%,0.0%
CCN(CCNC(=O)C1CCCN(S(=O)(=O)CC)C1)c1ccccc1 (stereo unspecified),-4%,-38%,11%,9%,37%[activator][38.3 µM],-4%[46.1 µM],-1%,-1.1%
CCOCC(=O)Nc1cc(C(=O)NCCc2ccccc2)ccc1Cl,-7%,-7%,0%,·,-3%,-3%,i,1.0%
CCCCc1nc2c(c3c1C[C@H](C)OC3)CN(S(=O)(=O)CCCC)CC2,3%[11.4 µM],4%[14.2 µM],-7%[7.66 µM],0%[9.22 µM],7%,·,-9%[11.5 µM],·

# 2 successive compounds out of the list so far:
SMILES,JMJD2E inh,GoLoco inh red,Luc counter,SMN2 splice enh,IMPase Li cell,NPSR antagonist,RECQ1 inh,Epigenetic derep
COc1cccc2cc(-c3csc(CCn4nc(C)cc4C)n3)c(=O)oc12,?,-2%,-5%,-35%[inhibitor],16%[38.3 µM],-18%[46.1 µM],1%,-1.1%
CCOC(=O)c1c(NC(C)=O)sc2c(OCC(O)CN(CC)CC)c(Br)ccc12 (stereo unspecified),?,1%,-1%,-20%,35%[activator],-1%,10%,3.4%

# Following part.
SMILES,JMJD2E inh,GoLoco inh red,Luc counter,SMN2 splice enh,IMPase Li cell,NPSR antagonist,RECQ1 inh,Epigenetic derep
Cc1ccccc1-n1sc2cc(F)ccc2c1=O,11µM*,28µM*,-8%,-48%[inhibitor],11%,-32%,-2%,-1.3%
O=C(Nc1cc(-c2nc3ccccc3s2)ccc1Cl)c1ccc2c(c1)OCO2,?,-3%,-3%,8%,?,-5%[46.1 µM],-3%,0.2%
CC(C)NC(=O)c1onc(CSc2ccc(Cl)cc2)c1C(=O)O,3%,-1%,1%,?,-8%[38.3 µM],1%[46.1 µM],-8%,-0.9%
Fc1ccccc1N1CCN(c2nc(-c3cccs3)nc3ccccc23)CC1,?,-5%,-4%,-12%,6%,-23%,-2%,-3.7%
CCOC(=O)C(CC)Sc1nc(N)c(NC(=O)c2ccc(OC)c(OC)c2)c(=O)[nH]1 (stereo unspecified),0%,5%,-2%,3%,13%[38.3 µM],1%[46.1 µM],-6%,0.0%
Cc1cc(NC(=O)CSc2nnc(-c3ccoc3C)n2N)no1,3%,12%,-1%,-2%,-3%[38.3 µM],2%[46.1 µM],i,-1.1%
O=[N+]([O-])c1ccccc1N/N=C/c1cccc(O)c1O,-2%,6%,·,·,·,8%,i,0.0%
Fc1ccccc1CSc1nnc(-c2ccccc2)o1,-4%,-14%,-3%,35µM*,31%[activator][38.3 µM],-15%[46.1 µM],-4%,-2.1%
C(=N\Nc1ccc2ccccc2n1)/c1ccc2c(c1)OCO2,?,16%,?,-36%[inhibitor],15%,-28%,-6%,-2.2%
COC(=O)c1ccc(-n2c(C)cc(C(=O)CSc3cccc[n+]3[O-])c2C)cc1,3%,3%,1%,8%,6%,-26%,-13%,-1.1%
c1ccc2[nH]c(CSc3nc4ccccc4s3)nc2c1,-26%,3%,-3%,-31%[inhibitor],14%[38.3 µM],-10%[46.1 µM],3%,-0.9%
COc1ccc(/C=N/S(=O)(=O)c2ccc(C)cc2)cc1,5%,3%,8%,7%,-7%,7%,-5%,-2.7%
O=c1c2c(nc3nc[nH]n13)CCC2,-8%,15%,3%,-6%,20%[38.3 µM],3%[46.1 µM],i,2.8%
COc1ccc(C(=O)N2CCC3(CCN(Cc4ccccc4)CC3)CC2)cc1,·,1%,-3%,-9%,17%,·,i,·
CCCOc1cccc(C(=O)N(Cc2ccc(OC)c(OC)c2)C2CCS(=O)(=O)C2)c1 (stereo unspecified),-7%,3%,0%,?,24%[38.3 µM],-14%[46.1 µM],-1%,0.1%
COc1cccc(C(=O)Nc2ncc3c(n2)CC(C)CC3=O)c1 (stereo unspecified),-6%,-1%,-26%,?,24%[38.3 µM],-16%[46.1 µM],-8%,3.2%
CCC1(CC)C(=O)NC(=O)NC1=NCCc1c[nH]c2ccccc12,5%,6%,0%,12%,5%[38.3 µM],-4%[46.1 µM],i,-1.0%
Cc1ccc(N=C2S/C(=C\c3cn(CC(=O)O)c4ccccc34)C(=O)N2C)cc1,-3%,5%,1%,?,-8%,-31%,-10%,-5.6%
COc1ccccc1-n1cnnc1SCC(=O)N1CCN(C(=O)c2ccco2)CC1,1%,2%,1%,8%,-2%,5%,i,-2.9%
O=c1[nH]cnc2cc(-c3ccccc3)sc12,-17%,9%,-3%,?,-11%[38.3 µM],10%[46.1 µM],-12%,1.3%
O=C(CSc1nnnn1-c1ccccc1)NC1CCCc2ccccc21 (stereo unspecified),4%,·,·,·,·,5%[46.1 µM],-2%,-0.9%
Cc1ccc(S(=O)(=O)Nc2nc(N)n(-c3ccccc3)n2)cc1,9%,4%,4%,13%,-10%,1%,-16%,2.6%
O=S(=O)(Nc1ncccn1)c1ccc(NC(=S)Nc2cccc(Cl)c2)cc1,-4%,3%,·,·,·,10%,-15%,1.0%
CCSC1=NCCN1S(=O)(=O)c1ccc2ccccc2c1,5%,-8%,-2%,-14%,9%,-18%,-13%,-4.6%
CCC(=O)NC(C)C(c1cccs1)N1CCN(c2ccccc2)CC1 (stereo unspecified),4%,0%,4%,-21%,13%,-3%[46.1 µM],0%,5.8%
COc1ccc(/C(O)=C2/C(=O)C(=O)N(CCCC(=O)O)C2c2ccc(OC)cc2)cc1 (stereo unspecified),-3%,0%,-5%,3%,-26%[38.3 µM],5%[46.1 µM],-13%,17%
Nc1nc(Nc2ccc(Cl)cc2)nc2ccccc12,?,2%,14µM*,·,43%[activator][38.3 µM],-8%[46.1 µM],0%,0.0%
Cc1cc(NC(=O)CSc2nnc(C3COc4ccccc4O3)o2)no1 (stereo unspecified),-2%,3%,-3%,3%,0%[38.3 µM],-11%[46.1 µM],-5%,2.2%
Cc1nonc1C(=O)N/N=C/c1ccc(O)cc1O,4%,3%,-3%,·,5%,-14%,-6%,-0.1%
CC1CCCN(C(=O)c2ccncc2)C1 (stereo unspecified),13%,6%,2%,11%,20%[38.3 µM],2%[46.1 µM],?,1.8%
CCCCNC(=S)N1CCn2cccc2C1c1ccccc1 (stereo unspecified),?,-3%,0%,-20%,3%,-26%,-1%,-2.8%
CC#CCOC(=O)c1c(C)nc2sc3c(c2c1N)CC[C@@H](O)C3,?,0%,2%,·,25%,·,1%,-0.4%
CN=CC1=C(O)c2ccccc2C1=O,5%,1%,-1%,17%,11%[38.3 µM],0%[46.1 µM],i,3.4%
CC(C)=C1C2CCC1C1C(=O)N(c3nc(-c4ccccc4)c(C)s3)C(=O)C21 (stereo unspecified),1%,332%[activator],-1%,-15%,19%,-35%,-9%,1.1%
C=CCOc1cccc(CNc2cccc(C(=O)O)c2)c1,?,3%,·,·,·,-20%,-2%,1.2%

# This is a subset; count on the stated rates, not on these rows.
